# P. falciparum M17LAP – P. falciparum M17LAP inhibitors, primary screen, biochemical, fluorogenic H-Leu-NHMec substrate, 1536-well (AID 1619); Leucine aminopeptidase (Plasmodium falciparum (isolate 3D7)); recombinant M17LAP, H-Leu-NHMec fluorogenic kinetic assay; higher % means a stronger effect; inhibition, % at 30 µM, or IC50 in µM where a hit was titrated; 0.38% of 220,000 active;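 active = compound inhibiting the enzyme by more than half at any dose during confirmatory dose-response retesting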;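 also: plate controls were full reaction with DMSO carrier for no effect and no enzyme background for full effect; strong numbers were not always called active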
# TNAP activators – human TNAP enzyme activators, primary screen, biochemical, luminescent, no phosphate acceptor, uHTS (AID 1001) | Alkaline phosphatase, tissue-nonspecific isozyme (Homo sapiens) | purified TNAP, luminescent activation assay, no phosphate acceptor; higher activation fold means a stronger effect | activation fold at 20 µM; hits with a dose series show EC50 in µM | 0.03% of 200,000 active; in the data active = activation fold from about 3, or a potency from the dose series; inactive = the rest, 99 in 100 with activation fold below about 1.6; also: many of its hits are not listed in these tables
# Lipid droplet – inhibitors of hepatocyte lipid droplet formation, primary screen, imaging, high-throughput imaging, BODIPY stain | AML12 mouse hepatocytes, oleate lipid droplets | inhibition, % at 6.5 µM | 0.4% of 240,000 active | AID 1656, 2009;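 active = lipid droplet intensity inhibited by at least 50%, with more than 500 cells counted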
#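 Test system: AML12 mouse liver cells; schedule: overnight exposure; technique: high-content imaging of BODIPY-stained droplets and DAPI nuclei; read-out: % inhibition of corrected integrated BODIPY droplet signal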
# UTI89 phage lysis – inhibition of K1F phage lysis, E. coli UTI89, bacterial capsule biogenesis inhibitors, alamar blue (AID 488966) | E. coli UTI89 K1F phage lysis, alamar blue, 2 h; higher % means a stronger effect | inhibition, % at 100 µM, or IC50 in µM where a hit was titrated | 0.02% of 340,000 active;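 active = phage lysis inhibition, versus mean bacterial control, above a set limit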;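 also: capsule biogenesis inhibitors block K1F phage lysis so surviving cells raise fluorescence; higher fluorescence means more inhibition of phage lysis; actives were called in the ten point dose series up to 300 µM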
# human PMI inhibitors – human PMI inhibitors, high substrate, primary screen, biochemical, fluorescence intensity, high mannose 6-phosphate (AID 1220) | 0.66% of 190,000 active | Mannose-6-phosphate isomerase (Homo sapiens) | recombinant PMI enzyme, coupled fluorescence intensity; higher % means a stronger effect | inhibition, % at 20 µM, or IC50 in µM where a hit was titrated
# SIAH1 antagonists – Siah-1 peptide-binding antagonists, primary screen, biochemical, fluorescence polarization, rhodamine-plectin, uHTS (AID 1817); Siah-1 / rhodamine-plectin peptide fluorescence polarization; higher % means a stronger effect; displacement, % at 20 µM; hits with a dose series show IC50 in µM; 0.02% of 290,000 active; E3 ubiquitin-protein ligase SIAH1 (Homo sapiens);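 active = displacement of at least 50% at 20 µM, with a fluorescence ratio check between 0.3 and a set limit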;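 also: plate controls were Siah plus tracer with DMSO for no effect and tracer alone without Siah for full effect; strong numbers were not always called active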
# P. falciparum M1AAP – P. falciparum M1AAP inhibitors, biochemical, fluorogenic H-Leu-NHMec substrate, 1536-well (AID 1445); Aminopeptidase N (Plasmodium falciparum (isolate 3D7)); recombinant M1AAP, H-Leu-NHMec fluorogenic kinetic assay; higher % means a stronger effect; one-dose inhibition, % at 30 µM; IC50 in µM for titrated hits; 0.42% of 220,000 active;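 active = primary inhibition above the hit cutoff, then over 50% inhibition at one or more dose response concentrations, cut at about 23% in these data, passing the limit was not always enough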;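 also: plate controls were DMSO full reaction for no effect and no enzyme background for full effect; strong numbers were not always called active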
# XIAP antagonists – XIAP antagonists, biochemical, IAP family, fluorescence polarization (AID 1018). E3 ubiquitin-protein ligase XIAP (Homo sapiens). XIAP BIR domain, fluorescence polarization peptide displacement; higher % means a stronger effect. one-dose displacement, % at 20 µM; IC50 in µM for titrated hits. 0.007% of 200,000 active; in the data active = displacement above about 50%; also: a part of the inactive calls stands beside numbers as strong as those of hits
# human PMI inhibition – inhibitors of human PMI, primary screen, biochemical, fluorescence intensity, coupled assay (AID 1209) | Mannose-6-phosphate isomerase (Homo sapiens) | purified PMI enzyme, coupled fluorescence intensity; higher % means a stronger effect | inhibition, % at 20 µM; hits with a dose series show IC50 in µM | 0.42% of 190,000 active;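 also: plate controls were DMSO vehicle for no effect and wells lacking substrate for full effect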
# Lipid droplet cells 6.5 µM – further read-out of Lipid droplet, marked with its call; cell count; measured here: cell count, cytotoxicity flag;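 cells counted across two imaged fields per well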
# * hit, by the source's call; i = inactive; / = not tested or not shown; [ ] = remark or other dose. Rule as the data show it, unless noted: active = inhibition above about 50%; inactive = the rest.
structure	P. falciparum M1AAP	Lipid droplet cells 6.5 µM	human PMI inhibitors	XIAP antagonists	TNAP activators	UTI89 phage lysis	SIAH1 antagonists	P. falciparum M17LAP	human PMI inhibition	Lipid droplet
COc1ccc(C2CC(c3ccccc3)Nc3nc(NC(=O)c4cccs4)nn32)cc1 (stereo not given)	11%	696	2%	-2.2%	1	1.7%	3%	-5%	9%	-15
O=C(Cn1cnc2c(nnn2-c2ccccc2)c1=O)NCC1CCCO1 (stereo not given)	0%	722	18%	-3.4%	1.1	2.5%	14%	1%	9%	-8
N#CC1=C(S)N=C(N)C(c2nc(-c3ccccc3)cs2)C12CCCC2 (stereo not given)	5%	810	9%	1.0%	1	0.1%	-1%	15%	12%	-2
Cc1ccc(Oc2ncccc2/C=N/O)cc1	-3%	/	3%	-8.6%	1.1	0.5%	2%	2%	-2%	/
Cc1cccc(-c2cc3c(N=O)c4ccccc4c-3n[nH]2)c1	-1%	659	3%	-7.3%	1	0.5%	20%	-1%	2%	2
N/C(=N\OC(=O)CCCOc1ccccc1)c1cccc([N+](=O)[O-])c1	-1%	703	12%	-6.6%	1.1	0.1%	8%	-2%	10%	16
COc1ccc(NC(=S)NNC(=O)C(C)n2nc(C)c([N+](=O)[O-])c2C)cc1 (stereo not given)	-5%	786	-9%	-6.4%	1.1	3.0%	3%	15%	-8%	1
Cc1[nH]c(=O)[nH]c(=O)c1N1CCOCC1	0%	686	/	/	/	0.2%	5%	-19%	/	14
CNc1nc(Sc2ccc(C)cc2)cc(C(F)(F)F)n1	3%	/	4%	-2.5%	1.1	0.1%	-1%	1%	7%	/
CC(C)(C)c1cc(C(=O)O)n(Cc2ccc(Cl)cc2Cl)n1	1%	703	/	/	/	-1.5%	10%	-1%	/	0
CN1CC=C2C(C#N)=C(N)C(C#N)(C#N)[C@H](c3cccc(Cl)c3)C2C1 (stereo not given in full)	12%	744	16%	-2.3%	1.2	2.7%	0%	-97%	23%	-13
COc1ccc(CN2CN(C(C)C)CSC2=S)cc1	0%	/	-2%	-4.2%	1.1	i	1%	-2%	2%	/
COc1ccc(C(=O)OCC(=O)Nc2ccc(Cl)cn2)cc1	-1%	724	-8%	-1.5%	1.2	0.0%	13%	-8%	-6%	-3
Cc1nc2c(C)cccc2cc1C(=O)N/N=C/c1ccc(N(C)C)cc1	9%	770	6%	-0.4%	1	0.7%	0%	-5%	13%	-8
O=C(CCCN1C(=O)/C(=C/c2ccccc2Cl)SC1=S)NNC(=O)c1ccc(Cl)cc1	-4%	637	/	/	/	0.1%	-4%	1%	/	-8
C=CCn1c(C)nc2c(sc3nc4c(cc32)COC(C)(C)C4)c1=O	10%	685	/	/	/	-0.9%	-5%	8%	/	6
Cc1occc1C(=O)Nc1ccc2c(c1)CCC2	1%	647	7%	-7.1%	1.1	-1.2%	5%	-1%	12%	5
Clc1ccc(OCCCN2CCCC2)cc1Cl	6%	661	1%	0.7%	1.1	-0.1%[50 µM]	5%	-4%	7%	6
COc1cccc(C(=O)N2CCOCC2)c1OC	5%	691	9%	-8.1%	1.1	0.1%	-1%	16%	8%	0
CCNc1ccc(P(=O)(c2ccccc2)c2ccccc2)cc1	7%	662	1%	-4.8%	1.1	-0.5%	-2%	2%	-3%	4
Cc1cc(C)c(NC(=S)N(C)C)c(C)c1	-7%	745	/	/	/	-0.9%	-7%	-2%	/	-3
COc1ccc(NC(=O)C(Sc2nnc(-c3ccncc3)n2-c2ccccc2C)c2ccccc2)cc1Cl (stereo not given)	-1%	665	17%	-16%	1	-0.6%[50 µM]	-5%	1%	22%	10
Cn1c(O)c(C=NCC2CCNCC2)c(=O)n(C)c1=O	0%	731	6%	-2.9%	1	/	-2%	-1%	6%	-2
CC1=NN(c2ccccc2)C(=O)/C1=C\c1cn(CCC#N)nc1-c1ccc(Cl)cc1	2%	582	18%	-2.3%	0.8	0.1%	-1%	-8%	20%	-7
COc1ccc(CN(Cc2ccncc2)C(=O)CCC(=O)O)cc1	11%	/	7%	-4.6%	1.1	3.2%	-1%	3%	-2%	/
CCSc1nnc(NC(=O)C(CC)(C(F)(F)F)C(F)(F)F)s1	5%	805	-20%	-4.8%	1.2	0.5%	-6%	53%	-5%	7
Cc1ccc(C)c(Cn2c(C(C)O)nc3ccccc32)c1 (stereo not given)	3%	785	6%	-5.1%	1	0.5%	0%	8%	5%	-7
CCC(C)NCCOCCOc1ccc(Cl)cc1Br (stereo not given)	-5%	683	6%	-10%	1	1.0%	0%	-5%	6%	2
CC(=O)Oc1ccc2c(=O)c(-c3nc4ccccc4s3)coc2c1	6%	697	1%	2.9%	1	0.0%	1%	17%	-2%	6
O=C(/C=C(/c1ccc(Cl)cc1)n1cncn1)c1ccccc1	3%	765	-20%	1.4%	1	4.1%	2%	5%	-21%	-3
O=C(Nc1ccc(/C=C/c2nc3ccccc3o2)cc1)c1c(F)cccc1F	7%	574	18%	-14%	1.1	-0.1%	-2%	-11%	19%	44
S=c1[nH]c2cc3c(cc2[nH]1)OCCO3	1%	714	/	/	/	0.1%	4%	8%	/	-7
O=C(NNc1nc(-c2ccc(F)cc2)cs1)c1ccccc1	-4%	708	-59%	-2.9%	1.5	0.0%	25%	2%	-63%	9
COc1ccc(C(=O)NCC2(c3ccccc3)CCOCC2)cc1[N+](=O)[O-]	0%	609	1%	-3.2%	1.1	-5.0%	0%	18%	14%	8
O=C(NC(=S)NCCC1=CCCCC1)c1cncc(Br)c1	3%	609	6%	-7.4%	0.9	4.3%	8%	9%	2%	-3
CC(C)(C)NC(=O)C(c1cccnc1)N(C(=O)c1ccc(Cl)nc1)C1CCCC1 (stereo not given)	3%	728	/	-0.6%	1.1	0.1%	-3%	2%	/	-12
CCOc1cc(C2C3=C(CC(C)(C)CC3=O)OC3=C2C(=O)CC(C)(C)C3)cc([N+](=O)[O-])c1O	14%	760	24%	0.4%	0.8	-0.8%	8%	3%	13%	2
Cc1cc(C)n2nc(-c3ccco3)nc2n1	8%	722	-3%	-4.8%	1	0.1%	5%	-2%	-2%	10
Cc1cc(NC(=O)CSc2ccc3nnc(-c4cccs4)n3n2)no1	2%	/	-16%	-3.7%	1.1	-1.3%	-2%	2%	-18%	/
CCOC(=O)C1=C(C)C(c2ccccc2OC)NC(=O)N1 (stereo not given)	4%	743	11%	-6.6%	1.1	-1.1%	-2%	16%	18%	2

# Complete entries as entered above. Values in the order: P. falciparum M1AAP	Lipid droplet cells 6.5 µM	human PMI inhibitors	XIAP antagonists	TNAP activators	UTI89 phage lysis	SIAH1 antagonists	P. falciparum M17LAP	human PMI inhibition	Lipid droplet
# Profile of CCC(C)NCCOCCOc1ccc(Cl)cc1Br (stereo not given) → -5%	683	6%	-10%	1	1.0%	0%	-5%	6%	2
# Profile of COc1ccc(CN(Cc2ccncc2)C(=O)CCC(=O)O)cc1 → 11%	/	7%	-4.6%	1.1	3.2%	-1%	3%	-2%	/

# An excerpt from above in order of formula weight, high to low.
structure	P. falciparum M1AAP	Lipid droplet cells 6.5 µM	human PMI inhibitors	XIAP antagonists	TNAP activators	UTI89 phage lysis	SIAH1 antagonists	P. falciparum M17LAP	human PMI inhibition	Lipid droplet
CC(=O)Oc1ccc2c(=O)c(-c3nc4ccccc4s3)coc2c1	6%	697	1%	2.9%	1	0.0%	1%	17%	-2%	6
O=C(/C=C(/c1ccc(Cl)cc1)n1cncn1)c1ccccc1	3%	765	-20%	1.4%	1	4.1%	2%	5%	-21%	-3
S=c1[nH]c2cc3c(cc2[nH]1)OCCO3	1%	714	/	/	/	0.1%	4%	8%	/	-7

# Additional results
structure	P. falciparum M1AAP	Lipid droplet cells 6.5 µM	human PMI inhibitors	XIAP antagonists	TNAP activators	UTI89 phage lysis	SIAH1 antagonists	P. falciparum M17LAP	human PMI inhibition	Lipid droplet
CC(=O)c1cccc(Nc2cc(C)nc3ccc(C)cc23)c1	6%	809	/	/	/	-2.4%	-10%	9%	/	6
Cc1ccc2c(c1)N(CCC(=O)NCc1cccnc1)C(=O)CO2	0%	/	3%	-8.4%	1.1	0.5%	3%	-11%	3%	/
O=C(CSc1nc(-c2ccc(F)cc2)cs1)Nc1ccccn1	1%	630	8%	-6.6%	1.1	0.3%	4%	-10%	7%	-8
CN(C)S(=O)(=O)N1CCCC(C(=O)c2ccc(C(F)(F)F)cc2)C1 (stereo not given)	4%	701	-5%	-3.5%	1.1	-0.3%	-4%	-12%	0%	-2
Cc1cccc(/C=N\Nc2cn[nH]c(=O)c2Cl)c1	16%	/	3%	1.7%	1.1	0.3%	2%	7%	8%	/
Cc1cccc(NC(=O)N2CCN(Cc3ccccc3)CC2)c1	-3%	700	8%	-5.5%	1.1	0.0%	5%	-3%	5%	-18
O=CN1CCN(C(=O)c2ccc(-c3nc4ccccc4s3)s2)CC1	-1%	667	1%	-3.4%	1.1	-0.4%	-4%	4%	-5%	-1

# 4 compounds from above, arranged by the value under human PMI inhibitors, highest first.
Compound | P. falciparum M1AAP | human PMI inhibitors | XIAP antagonists | TNAP activators | SIAH1 antagonists | P. falciparum M17LAP | human PMI inhibition
Cc1cccc(NC(=O)N2CCN(Cc3ccccc3)CC2)c1 | -3% | 8% | -5.5% | 1.1 | 5% | -3% | 5%
Cc1cccc(/C=N\Nc2cn[nH]c(=O)c2Cl)c1 | 16% | 3% | 1.7% | 1.1 | 2% | 7% | 8%
O=CN1CCN(C(=O)c2ccc(-c3nc4ccccc4s3)s2)CC1 | -1% | 1% | -3.4% | 1.1 | -4% | 4% | -5%
CN(C)S(=O)(=O)N1CCCC(C(=O)c2ccc(C(F)(F)F)cc2)C1 (stereo not given) | 4% | -5% | -3.5% | 1.1 | -4% | -12% | 0%

# High-throughput results: PubChem, several laboratories

# Outcome played no part in choosing rows, and some 1.9% of all compounds hit somewhere here.
